# NCOA3 inh: SRC3 coactivator transcriptional activity inhibitors, primary screen, cell-based, luminescence; 0.17% of 360,000 active; inhibition, % at 3.6 µM; AID 588352, 2011; Nuclear receptor coactivator 3 (Homo sapiens), Q9Y6Q9; HEK293 GAL4-SRC3 luciferase reporter;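 active = inhibition above a per-campaign cutoff, the mean of all compounds plus 3 SD, cut at about 60% in these data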;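 note: 0% = DMSO-treated cells and 100% = gossypol-treated cells at 36 µM; higher means less SRC3-driven luciferase light from the GAL4 reporter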
# TRAIL sens C8: viability loss with TRAIL in NB7+C8 cells, primary screen, TRAIL sensitizer project, cell-based, ATPlite luminescence; inhibition (viability loss, TRAIL sensitization), % at 10 µM; 1% of 360,000 active; AID 624354, 2012;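 active = compounds causing at least 50% loss of cell viability in the single-dose screen, relative to plate controls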
# NR5A2 inv ag: LRH-1 (NR5A2) inverse agonists, primary screen, cell-based, luminescence, HEK293T, StAR-luciferase reporter; Nuclear receptor subfamily 5 group A member 2 (Homo sapiens), O00482; LRH-1 transfected, 24 h; inhibition, % at 3.6 µM; 0.13% of 360,000 active; AID 602396, 2012;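 active = inhibition above the mean inhibition of all tested compounds plus 3 SD, cut at about 73% in these data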;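 note: 0% = DMSO wells and 100% = reporter-only cells lacking LRH-1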
# Target sequence (O00482 whole entry, looked up): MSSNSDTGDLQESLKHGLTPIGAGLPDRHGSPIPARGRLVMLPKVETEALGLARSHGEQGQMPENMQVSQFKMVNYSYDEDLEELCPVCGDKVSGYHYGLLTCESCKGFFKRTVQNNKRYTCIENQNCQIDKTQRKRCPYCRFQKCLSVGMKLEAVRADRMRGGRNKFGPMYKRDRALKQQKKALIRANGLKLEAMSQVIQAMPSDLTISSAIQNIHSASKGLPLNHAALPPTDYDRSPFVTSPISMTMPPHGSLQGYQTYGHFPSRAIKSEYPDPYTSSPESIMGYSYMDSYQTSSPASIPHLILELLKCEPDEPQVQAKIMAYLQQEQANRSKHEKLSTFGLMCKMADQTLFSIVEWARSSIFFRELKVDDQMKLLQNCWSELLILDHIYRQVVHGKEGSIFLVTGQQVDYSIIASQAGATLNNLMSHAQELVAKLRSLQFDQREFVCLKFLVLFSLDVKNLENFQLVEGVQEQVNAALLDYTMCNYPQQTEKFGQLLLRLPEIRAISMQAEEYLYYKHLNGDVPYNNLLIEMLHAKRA
# NCOA2 inhibitor: inhibition of GAL4-SRC2 driven luciferase reporter, primary screen, SRC2 inhibitor project, cell-based, luminescence; AID 651957, 2012; HEK293 GAL4-SRC2 luciferase reporter; inhibition, % at 9 µM; Nuclear receptor coactivator 2 (Homo sapiens), Q15596; 0.17% of 370,000 active;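 active = inhibition above the mean inhibition of all tested compounds plus 3 SD, set per campaign, cut at about 52% in these data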;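 note: 0% = DMSO treated cells and 100% = cells given Gossypol at 36 µM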
# LMP1 NFkB inh: EBV LMP1-driven NF-kappaB luciferase reporter inhibitors, primary screen, cell-based, luminescence, single point; LMP1-induced NF-kappaB luciferase reporter cells; inhibition, % at 12.5 µM; 0.69% of 350,000 active; in the data active = inhibition above about 41%;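 note: 0% = neutral control wells and 100% = reference inhibitor control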
# TROY signal inh: inhibitors of TROY-driven NF-kB signaling, primary screen, Q293 LMP1-TROYcd cells, NF-kB luciferase, uHTS | Q293 LMP1-TROYcd NF-kB luciferase reporter, 4 h | inhibition, % at 10 µM | 0.98% of 360,000 active | AID 1347056, 2019;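 active = compounds whose plate-normalised and pattern-corrected inhibition of the luciferase reporter signal at the single screening dose is 50% or more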
# SRC1 inh: SRC1 coactivator transcriptional activity inhibitors, primary screen, cell-based, luminescence; inhibition, % at 3.6 µM; 0.12% of 360,000 active; HEK293 GAL4-SRC1 luciferase reporter; AID 588354, 2011; Nuclear receptor coactivator 1 (Homo sapiens), Q15788;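 active = inhibition above the campaign mean plus 3 SD, with each screening campaign given its own cutoff, cut at about 60% in these data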;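 note: 0% = DMSO treated cells and 100% = gossypol at 36 µM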
# NR2F2 inh: NR2F2 transcriptional activity inhibitors, primary screen, cell-based, luciferase reporter, HEK293T, luminescence; 0.7% of 370,000 active; inhibition, % at 8.6 µM; COUP transcription factor 2 (Homo sapiens), P24468; HEK293T NGFI-A luciferase reporter;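 active = inhibition above a per-plate cutoff, mean inhibition of test wells between control levels plus 3 SD, cut at about 38% in these data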;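 note: cells cotransfected with COUP-TFII expression vector driving the NGFI-A reporter; 0% = median of COUP-TF2 test wells and 100% = reporter-only cells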
# Target sequence (P24468 whole entry, looked up): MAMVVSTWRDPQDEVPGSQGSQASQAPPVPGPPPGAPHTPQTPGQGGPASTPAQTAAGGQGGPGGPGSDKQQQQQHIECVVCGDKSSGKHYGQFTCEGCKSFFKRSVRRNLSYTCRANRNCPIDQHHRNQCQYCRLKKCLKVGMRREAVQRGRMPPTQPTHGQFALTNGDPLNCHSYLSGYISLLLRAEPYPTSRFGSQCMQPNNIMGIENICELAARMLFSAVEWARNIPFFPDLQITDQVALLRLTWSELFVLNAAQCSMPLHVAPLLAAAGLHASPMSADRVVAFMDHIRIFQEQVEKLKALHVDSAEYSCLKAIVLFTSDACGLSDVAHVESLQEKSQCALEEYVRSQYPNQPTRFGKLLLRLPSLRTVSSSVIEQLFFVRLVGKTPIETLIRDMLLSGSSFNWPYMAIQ
# KKLEB tox: cytotoxicity in KKLEB CF airway cells, primary screen, cytotoxicity control for CF NF-kB inhibitor project, cell-based, uHTS, fluorescence assay plates; 0.36% of 360,000 active; activity change (cytotoxicity), % at 5 µM; AID 602141, 2011; KKLEB CF airway cells viability, ATPlite luminescence, overnight; stronger effect = lower value; cells stimulated with P. aeruginosa culture filtrate;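 active = corrected activity change at or below -50% at 5 µM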
# CF NFkB inh: inhibitors of PAF-induced NF-kB signaling, primary screen, cell-based, GFP fluorescence, uHTS; KKLEB NF-kB-GFP reporter, GFP fluorescence overnight; inhibition, % at 5 µM; 0.86% of 360,000 active; AID 588850, 2011;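 active = at least 50% inhibition at 5 µM, scaled per plate between neutral and stimulator controls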;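 note: PAF is a Pseudomonas aeruginosa culture filtrate used as stimulus; plate controls were PAF-stimulated DMSO wells for no effect and unstimulated DMSO wells for full effect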
# TWEAK-Fn14 inh: inhibitors of TWEAK-Fn14 signaling, primary screen, luciferase reporter cells, uHTS; TWEAK-stimulated Fn14 reporter cells, luciferase luminescence, 8 h; inhibition, % at 10 µM; 2% of 360,000 active; AID 1159606, 2016; in the data active = inhibition above about 50%
# The depositor's hits bear a star; x = no result given.
SMILES,NCOA3 inh,TRAIL sens C8,NR5A2 inv ag,NCOA2 inhibitor,LMP1 NFkB inh,TROY signal inh,SRC1 inh,NR2F2 inh,KKLEB tox,CF NFkB inh,TWEAK-Fn14 inh
COc1ccccc1NS(=O)(=O)c1cc(NC(=O)CCNC(C)=O)ccc1C,-6,0,0,1,-9,-5,-3,12,4,4,8
CCOc1ccc(N=C2SC(C(=O)O)CC(=O)N2C)cc1 (stereo not drawn),-2,-3,-3,-19,-1,2,-6,9,8,6,-8
CCCCOc1ccccc1C1CC(=O)NC2=C1C(=O)CCC2 (stereo not drawn),-9,6,34,6,7,27,5,-22,-15,21,30
CCc1ccc(N2CC(C)Cn3c2nc2c3c(=O)[nH]c(=O)n2C)cc1 (stereo not drawn),1,6,18,-5,-7,-14,2,5,-12,12,-3
CCN(CC)CCCOC(=O)c1ccc(OC)cc1O,20,0,8,9,0,0,2,-10,-3,-3,5
CC(=O)Nc1ncc2c(n1)CC(c1ccco1)CC2=O (stereo not drawn),-1,1,8,-3,-2,4,2,-8,9,2,3
C=CCCCCCCCCc1nc(SCC(=O)O)n[nH]1,4,-1,13,-17,-4,2,0,17,0,2,-1
C/C=C/COC(=O)C1=C(C)NC(=O)NC1c1ccc2c(c1)OCO2 (stereo not drawn),-18,3,3,9,-7,-7,-4,18,6,-10,2
CSc1nsc(SCC(=O)Nc2cc(C(=O)O)ccc2C)n1,11,-8,0,6,0,13,4,-2,7,-12,-17
CCOC(=O)c1[nH]c2ccccc2c1NC(C)=O,-10,2,23,-5,3,-31,-14,-5,-2,-11,15
CSc1ccc(CN(C)CC(=O)Nc2ccccc2Br)cc1,24,-3,7,-38,-6,10,5,6,7,-4,0
CCOc1ccc(NC(=O)CC2C(=O)N(c3ccc(OC)cc3)C(=S)N2Cc2ccccn2)cc1 (stereo not drawn),10,3,-6,8,-13,-5,-10,20,-5,-5,12
O=c1[nH]cnc2ccccc12,14,-5,-16,5,-4,-3,-9,13,12,-31,3
CCOC(=O)C1(C)CCCN1C(=O)c1ccc(C(F)(F)F)nc1C (stereo not drawn),7,-5,8,19,x,-2,1,0,3,-8,-28
Cc1ccc(NC(=O)CSc2cccc[n+]2[O-])c([N+](=O)[O-])c1,-48,-8,12,-19,-1,-1,1,2,15,-11,5
CCOc1ccc(NS(=O)(=O)c2ccc(NC(=O)C3CCCO3)cc2)cc1 (stereo not drawn),-9,-10,13,4,11,18,-41,17,-9,3,21
CCOC(=O)c1nn(-c2sc(C(=O)OC)c(C)c2C(=O)OC)cc1O,-53,-5,2,20,2,-2,4,7,-11,14,13
O=C(CCCCn1c(=O)c2ccccc2n(Cc2ccc(F)cc2)c1=O)NCc1ccco1,5,15,21,-24,14,-15,-1,15,-4,11,27
CC(C)(C)c1nc(CN2CCOCC2)cc(CN2CCOCC2)c1O,9,3,14,-17,-9,-3,-1,17,-14,12,-6
Cc1ccc(C)c(N2CC(C(=O)OCC(=O)Nc3cc(C)on3)CC2=O)c1 (stereo not drawn),-2,4,13,7,-24,3,-22,9,3,-6,7
O=C(CC1SC(=NCc2ccccc2)NC1=O)Nc1ccccc1 (stereo not drawn),8,-3,7,9,5,3,-58,1,4,6,-5
COC(=O)c1c(NS(=O)(=O)c2cccs2)sc2c1CCCC2,-4,-5,9,-5,5,3,2,-9,-4,2,5
CCC(C)C(NC(=O)c1ccc(Cl)cc1)C(=O)O (stereo not drawn),6,1,11,-12,5,5,11,2,9,-2,5
CCOC(=O)c1ccc(NC(=O)CSc2ccc(-c3ccccn3)nn2)cc1,11,32,16,-3,31,7,-4,9,-16,5,-7
Cc1ccc(-c2nc(SC(C)C(=O)N3CCOCC3)n[nH]2)cc1 (stereo not drawn),-2,3,26,-3,1,-17,-11,2,-5,6,-11
Cc1c(CC(=O)NCCCC(=O)O)c(=O)oc2c(C)c3oc4c(c3cc12)CCCC4,-9,1,14,1,9,12,-9,-3,-15,9,4
COC1=C(OC)C(=O)C(Sc2ccc3ccccc3c2)=CC1=O,-47,16,-26,-13,3,8,-36,8,4,-13,58*
CCOC(=O)c1nc(C)sc1-c1ccnn1S(=O)(=O)c1cccc(Cl)c1,6,-11,13,-29,5,-5,7,3,-2,19,30
CCOc1cccc(-c2nnc3sc(COc4ccc(OC)cc4)nn23)c1,10,-3,2,12,-1,27,0,7,-6,16,13
COc1ccc(CCC(=O)Nc2cccc(S(=O)(=O)N3CCCCCC3)c2)cc1,3,-1,10,-1,13,16,-18,19,-26,20,19
CCCCN(C)C(=S)Nc1ccsc1C(=O)OC,23,-18,12,-8,-5,-17,20,-35,1,-6,-23
COCCn1c(SCC(=O)NC2CCCC2)nnc1C(C)C,7,10,7,-7,-5,0,1,6,3,-8,15
CCc1ccc(C(=O)Nc2ccc3c(c2)n(C)c(=O)n3C)cc1,-20,15,-31,-84,8,-38,-8,-36,4,-24,-9
COc1ccc([C@@H]2Sc3cc(OC)ccc3N(CCN(C(C)C)C(C)C)C(=O)[C@H]2OC(C)=O)cc1,4,14,-3,1,3,8,1,2,-12,-2,-13
Cc1ccc(-c2nnc(SCC(=O)N3CCCC3)o2)cc1C,-50,-2,-106,-54,-18,-69,-67,-36,-10,7,1
Cc1ccc(C2CC(=O)NC(SCC(N)=O)=C2C#N)s1 (stereo not drawn),20,5,2,-15,-12,4,7,8,-6,12,2
Cc1cc(-c2ccccc2)nc2oc(C(=O)NN)c(N)c12,-10,-3,11,1,-12,-17,-1,-7,9,-19,-5
CCOC(=O)C1CCCN(C(=O)c2[nH]c3ccc(OC)cc3c2C)C1 (stereo not drawn),-10,-42,-7,-4,-1,20,11,3,-2,-31,21
O=C(COc1ccc2ccccc2c1)NNC(=O)Nc1ccccc1F,6,-9,19,-2,2,-3,-7,1,5,-10,7
CC1CCCCC1NC(=O)COc1ncnc2sccc12 (stereo not drawn),24,-4,-12,-23,2,-18,-3,2,-7,6,1
CC1=C(C(=O)OCC(C)C)C(c2ccccc2Cl)NC(=O)N1C (stereo not drawn),-14,2,-5,-17,-5,-11,2,10,-4,1,-24
O=C1NC(=O)/C(=C/C(=O)N2CCOCC2)S1,11,2,-10,21,-15,-7,0,-6,0,-9,10
O=C(c1c(F)cccc1Cl)N(Cc1ccco1)C1CCS(=O)(=O)C1 (stereo not drawn),-8,11,-19,10,-4,2,-5,-1,1,18,-7
CC1(C)CC(=O)C2=C(C1)OC(N)=C(C#N)C2c1cccs1 (stereo not drawn),9,-6,-7,-2,-3,0,7,4,2,1,16
O=C(CCc1c[nH]c2ccccc12)N1CCN(c2ccc(F)cc2)CC1,17,4,-2,-10,-7,5,2,-9,-1,8,14
CCc1ccc([C@@H]2CC=C(C(=O)O)[C@H](c3ccc(Br)cc3)N2S(=O)(=O)c2ccc(C)cc2)cc1,14,1,-10,2,6,37,3,-10,11,33,27
CCOc1ccc(C2C(C#N)=C(N)Oc3cc(C)[nH]c(=O)c32)cc1OC (stereo not drawn),15,-11,6,-6,-8,-12,13,-12,-2,-4,11
COC(=O)c1ccc(C2C(Oc3ccccc3)C(=O)N2CCc2ccc(F)cc2)cc1 (stereo not drawn),26,28,-4,-9,-15,-13,14,1,-21,16,-19
Cc1ccnc(NC(=O)Nc2ccc3c(c2)N(C)C(=O)CS3)c1,-66,0,-130,-18,-76,-13,-72,5,23,23,52*
O=C(COC(=O)Cc1ccsc1)Nc1ccc(F)cc1Cl,3,-10,12,1,2,-9,-8,9,8,-9,15
NC(=O)Cc1nc(-c2ccc(F)cc2)cs1,-9,4,-20,-9,2,-15,-8,4,1,7,-6
COc1ccc(NC(=O)CSc2nc3c(c(=O)n(C)c(=O)n3C)n2C)c(OC)c1,0,6,6,0,2,-18,16,-1,12,-16,11
CN(C(=O)c1cccc(NC(=O)C2CCCN(C(=O)OC(C)(C)C)C2)c1)C1CCCC1 (stereo not drawn),1,0,12,-31,6,19,13,12,1,5,4
CC(C)(C)c1ccc(/C=C(\C#N)C(=O)NC2CC2)cc1,-21,28,3,-20,x,-67,-5,7,-15,18,17
CC(=O)c1c(C)[nH]c(C(=O)Nc2ccc(C)cc2Br)c1C,-81,-8,-97,-36,-28,-43,-52,-41,10,-42,-41
CCCOc1ccc(CSc2n[nH]c(C)n2)cc1,-47,41,-116,-24,-14,-52,-65,-8,-7,23,-7
Cc1nn(-c2ccc(Cl)cc2)c(N)c1C(O)(CSc1nccn1C)C(F)(F)F (stereo not drawn),-8,1,-10,-2,-8,-25,-5,-15,-7,8,-10
COc1ccccc1CNC(=O)COC(=O)Cc1cccc(F)c1,17,-11,14,-7,0,-3,-13,-11,-13,31,5
COc1c(CC=C(C)C)c(O)cc2oc(=O)c3c4ccc(O)cc4oc3c12,-35,-13,-13,x,x,-4,-16,x,10,-23,36
Cc1ccc(C2(c3ccccc3)NC(=O)N(CC(=O)NC3CCCCC3)C2=O)cc1C (stereo not drawn),10,12,11,8,-15,17,2,-6,11,-1,1

# Compound profiles, as listed above. Screens in order: NCOA3 inh, TRAIL sens C8, NR5A2 inv ag, NCOA2 inhibitor, LMP1 NFkB inh, TROY signal inh, SRC1 inh, NR2F2 inh, KKLEB tox, CF NFkB inh, TWEAK-Fn14 inh
# CN(C(=O)c1cccc(NC(=O)C2CCCN(C(=O)OC(C)(C)C)C2)c1)C1CCCC1 (stereo not drawn) as listed: 1, 0, 12, -31, 6, 19, 13, 12, 1, 5, 4
# COc1ccc(NC(=O)CSc2nc3c(c(=O)n(C)c(=O)n3C)n2C)c(OC)c1 as listed: 0, 6, 6, 0, 2, -18, 16, -1, 12, -16, 11

# (next part)
SMILES,NCOA3 inh,TRAIL sens C8,NR5A2 inv ag,NCOA2 inhibitor,LMP1 NFkB inh,TROY signal inh,SRC1 inh,NR2F2 inh,KKLEB tox,CF NFkB inh,TWEAK-Fn14 inh
CCOC(=O)CSCC(NC(=O)OC(C)(C)C)C(=O)OCC (stereo not drawn),6,16,-15,14,7,-1,-7,21,1,3,-2
Cc1cc2nc(C)c(=O)n(C)c2cc1C,-5,-14,1,10,-8,-12,0,-2,-4,-7,18
C[C@H]1CN([C@@H](C)CO)C(=O)CCCn2cc(nn2)CO[C@@H]1CN(C)C(=O)c1ccc(N2CCN(C)CC2)cc1,10,3,-4,-11,x,9,8,-6,-6,6,-13
Cn1cnc2ncnc(Oc3ccc(Br)cc3)c21,7,-6,9,-3,-3,-20,1,0,4,4,3

# Compound activity from PubChem BioAssay.
